NRP1-CendR mod – alters CendR peptide binding to human NRP-1; FAM-RPARPAR peptide binding to NRP-1, fluorescence polarization; AID 602438; inhibition, % at 25 µM; 0.85% of 360,000 active;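 active = inhibition or corrected inhibition above about 18%, plus a signal ratio from 0.5 to 1.5, limit read from the data, passing the limit was not always enough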; note: strong numbers were not always called active
LMPTP block – LMPTP (human) inhibition | P24666 | recombinant LMPTP-A, OMFP fluorogenic substrate, fluorescence intensity | inhibition, % at 20 µM | 0.22% of 360,000 active;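 active = compounds that cut the enzyme signal by at least half of the control window in the single-dose screen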;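 note: plate controls were DMSO wells with enzyme plus substrate for no effect and substrate without enzyme for full effect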
Target sequence (P24666 whole entry, looked up): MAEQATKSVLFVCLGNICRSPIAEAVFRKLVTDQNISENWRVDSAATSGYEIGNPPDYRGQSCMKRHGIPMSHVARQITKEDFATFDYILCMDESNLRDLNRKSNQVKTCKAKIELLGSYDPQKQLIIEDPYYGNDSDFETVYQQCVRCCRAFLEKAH
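Assay system: LMPTP-A enzyme. Input: 0.625 nM LMPTP-A final. Probe or stimulus: 400 µM OMFP. Compound dosing: single 20 µM dose. Schedule: 50 min dark incubation at room temperature. Detection: fluorescence intensity of OMFP turnover product. Read-out: percent inhibition versus substrate-only and uninhibited controls. Benchmarks: no-enzyme low control, uninhibited high control.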
SUMO1-SIM PPI – SUMO1-SIM interaction modulation | P63165 | SUMO1 binding to a labelled peptide, TR-FRET, 1 h | inhibition, % at 20 µM | 0.33% of 360,000 active | AID 602429; in the data active = inhibition above about 37%
Target sequence (P63165 whole entry, looked up): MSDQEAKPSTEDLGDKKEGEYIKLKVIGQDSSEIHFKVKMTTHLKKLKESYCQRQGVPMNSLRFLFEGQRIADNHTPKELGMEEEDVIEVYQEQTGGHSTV
SKN-1 inh – C. elegans SKN-1 inhibition; C. elegans VP596 Pgst-4::GFP/RFP ratio, acrylamide-induced, 24 h; inhibition, % at 21.8 µM; 0.49% of 360,000 active; AID 624304;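 active = interference check ratio from 0.5 to 1.5 plus GFP to RFP signal ratio inhibition reaching or exceeding a fixed threshold, cut at about 30% in these data, passing the limit was not always enough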; note: some compounds called inactive have numbers as strong as hits
Scp-1 inhibitor – inhibitors of human Scp-1 phosphatase | Q9GZU7 | Recombinant Scp1, phosphopeptide, malachite green phosphate absorbance | inhibition, % at 20 µM | 0.88% of 340,000 active;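 active = inhibition above about 50% at 20 µM, limit read from the data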;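 note: plate controls were DMSO wells with enzyme for no effect and wells lacking enzyme for full effect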
Target sequence (Q9GZU7 76-261 limits assumed): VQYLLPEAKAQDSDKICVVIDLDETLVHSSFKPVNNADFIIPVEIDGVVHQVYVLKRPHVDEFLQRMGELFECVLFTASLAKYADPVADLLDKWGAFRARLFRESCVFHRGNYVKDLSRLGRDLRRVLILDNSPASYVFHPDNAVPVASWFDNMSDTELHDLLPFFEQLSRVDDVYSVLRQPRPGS
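Material: truncated SCP-1 phosphatase (76-261aa) / Buffer or medium: 50 mM Tris acetate pH 5.5, 0.005% Tween-20, 10 mM MgCl2 / Compound dosing: one concentration, 20 µM, with 1.0% DMSO / Incubation: 45 min room-temperature reaction, 5 min colour, 30 min stabiliser / Detection: colorimetric free-phosphate detection, absorbance 630 nm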
DNMT1 block – DNMT1 (human) enzyme inhibition; DNMT1 molecular beacon, Hinp1I cleavage, fluorescence; inhibition (reported as % activation of signal), % at 10 µM; 0.83% of 360,000 active; in the data active = inhibition above about 50%
NadD inh – blocks S. aureus nicotinate mononucleotide adenylyltransferase | purified NadD enzyme, colorimetric absorbance read-out | inhibition, % at 20 µM | 0.78% of 360,000 active | AID 602399; in the data active = inhibition above about 26%; note: some compounds past the cut are filed as inactive
MT1-MMP act inh – blocks activation of human MT1-MMP; HT1080 RFP-PRO-GFP cells, GFP/RFP ratio fluorescence, overnight; percent of plate control window, DMSO zero; AID 651647; P50281; 0.061% of 360,000 active; GFP/RFP ratio change, % at 20 µM;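 active = GFP/RFP ratio change of at least 30% with cell ATP level not reduced by more than half and red fluorescence within 50% of control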; note: strong numbers were not always called active
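Assay system: HT1080 RFP-PRO-GFP cells. Benchmarks: DMSO vehicle wells and RFP-L50D-GFP reporter cell wells. Times: overnight cell settling, then overnight compound exposure, 37 °C, 5% CO2. Compound: 20 µM single dose, 1% DMSO. Read-out basis: GFP/RFP fluorescence ratio.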
Rpn11 block – blocks the human proteasome subunit Rpn11. AID 588493. human 26S proteasome, Ub4-pepOG fluorescence polarization; 20S core pre-blocked with epoxomicin. O00487. calls only at 20 µM. 0.59% of 360,000 active;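 active = inhibition at 20 µM, scaled to each plate's controls, above about 33%, limit read from the data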
STEP block – blocks human striatal-enriched tyrosine phosphatase; P54829; recombinant STEP, OMFP fluorogenic substrate, fluorescence; inhibition, % at 20 µM; 0.25% of 360,000 active; AID 588621;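 active = inhibition at 20 µM, scaled per plate between control wells, above about 37%, limit read from the data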;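 note: 0% = DMSO with enzyme and substrate and 100% = substrate only without enzyme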
Target sequence (P54829 whole entry, looked up): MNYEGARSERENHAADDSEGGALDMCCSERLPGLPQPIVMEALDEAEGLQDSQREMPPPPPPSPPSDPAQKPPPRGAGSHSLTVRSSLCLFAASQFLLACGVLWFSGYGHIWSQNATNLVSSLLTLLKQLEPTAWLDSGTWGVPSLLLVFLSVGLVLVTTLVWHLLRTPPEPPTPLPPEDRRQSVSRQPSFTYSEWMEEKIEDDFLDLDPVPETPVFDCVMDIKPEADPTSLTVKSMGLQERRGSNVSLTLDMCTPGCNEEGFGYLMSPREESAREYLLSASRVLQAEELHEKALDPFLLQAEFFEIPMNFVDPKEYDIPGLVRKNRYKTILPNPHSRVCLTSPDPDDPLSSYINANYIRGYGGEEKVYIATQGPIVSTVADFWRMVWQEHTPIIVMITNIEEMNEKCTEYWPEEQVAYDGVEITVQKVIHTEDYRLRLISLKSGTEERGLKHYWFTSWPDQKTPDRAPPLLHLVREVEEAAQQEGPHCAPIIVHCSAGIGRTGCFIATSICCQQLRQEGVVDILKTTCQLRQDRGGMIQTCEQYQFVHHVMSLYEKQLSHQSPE
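Material: STEP (striatal-enriched tyrosine phosphatase) enzyme, cell-free | Medium: 50 mM Bis-Tris pH 6.0 with 2.5 mM DTT and 0.005% Tween 20 | Read-out: Percent inhibition scaled to no-enzyme and uninhibited-enzyme controls, plate-pattern corrected | Signal: Fluorescence read at 480 nm ex / 540 nm em | Times: 20 min reaction, room temperature, in the dark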
* = called active by the depositor.

How did O=C(O)c1cn[nH]c1-n1cnnn1 do in these assays?
NRP1-CendR mod: 5; LMPTP block: -1.4; SUMO1-SIM PPI: 1; SKN-1 inh: -9; Scp-1 inhibitor: -7; DNMT1 block: 2; NadD inh: -1; MT1-MMP act inh: 5; Rpn11 block: inactive; STEP block: -2

How did COCCN1C(=O)CC(NNC(=O)c2ccc(S(=O)(=O)N3CCCC3)cc2)C1=O (configuration not stated) do in these assays?
NRP1-CendR mod: -28; LMPTP block: -0.1; SUMO1-SIM PPI: -1; SKN-1 inh: 101*; Scp-1 inhibitor: -4; DNMT1 block: -5; NadD inh: 5; MT1-MMP act inh: 0; Rpn11 block: inactive; STEP block: 3

How did Cc1cc(C(=O)NCc2ccc3c(c2)OCO3)c(C)o1 do in these assays?
NRP1-CendR mod: 7; LMPTP block: 0.1; SUMO1-SIM PPI: 2; SKN-1 inh: -9; Scp-1 inhibitor: -13; DNMT1 block: 0; NadD inh: -2; MT1-MMP act inh: 2; Rpn11 block: inactive; STEP block: 1

What do the screens show for `O=C(NCc1ccccc1)C(=O)NCC(c1ccco1)N1CCOCC1` (configuration not stated)?
NRP1-CendR mod: 7; LMPTP block: -1.8; SUMO1-SIM PPI: 1; SKN-1 inh: 2; Scp-1 inhibitor: -4; DNMT1 block: 2; NadD inh: -1; MT1-MMP act inh: 5; Rpn11 block: inactive; STEP block: -2

Results for CCN(CC)CCNC(=O)c1ccc(NC(=O)c2ccc3c(c2)CCC3)cc1 ?
NRP1-CendR mod: 1; LMPTP block: -0.4; SUMO1-SIM PPI: -4; SKN-1 inh: -4; Scp-1 inhibitor: -4; DNMT1 block: 1; NadD inh: -5; MT1-MMP act inh: 5; Rpn11 block: inactive; STEP block: 0

What do the screens show for `Cc1ccc2[nH]c(=O)c3cc(C(=O)N(C)Cc4ccco4)sc3c2c1`?
NRP1-CendR mod: -1; LMPTP block: 0.6; SUMO1-SIM PPI: -13; SKN-1 inh: 19; Scp-1 inhibitor: -11; DNMT1 block: -3; NadD inh: 1; MT1-MMP act inh: 3; Rpn11 block: inactive; STEP block: 4

Results for CSc1ccccc1NC(=O)C1CC(c2ccccc2Cl)=NO1 (configuration not stated) ?
NRP1-CendR mod: -4; LMPTP block: -1.0; SUMO1-SIM PPI: 1; SKN-1 inh: 12; Scp-1 inhibitor: -12; DNMT1 block: 1; NadD inh: -2; MT1-MMP act inh: 2; Rpn11 block: inactive; STEP block: 0

How did COc1ccc(NC(=O)c2ccccc2Cl)c(NC(=O)c2ccco2)c1 do in these assays?
NRP1-CendR mod: 4; LMPTP block: 0.1; SUMO1-SIM PPI: 5; SKN-1 inh: 5; Scp-1 inhibitor: -6; DNMT1 block: -2; NadD inh: -10; MT1-MMP act inh: -1; Rpn11 block: inactive; STEP block: -2

Results for O=C(CS(=O)(=O)c1ccccc1Cl)N1CCOCC1 ?
NRP1-CendR mod: 13; LMPTP block: -1.0; SUMO1-SIM PPI: 7; SKN-1 inh: 9; Scp-1 inhibitor: -9; DNMT1 block: 1; NadD inh: 2; MT1-MMP act inh: -2; Rpn11 block: inactive; STEP block: -5

Results for COc1ccc(OCc2cc(C(=O)NCC3(C)COC3)no2)c(Cl)c1 ?
NRP1-CendR mod: 1; LMPTP block: 0.5; SUMO1-SIM PPI: -3; SKN-1 inh: 6; Scp-1 inhibitor: -2; DNMT1 block: -2; NadD inh: 3; MT1-MMP act inh: 1; Rpn11 block: inactive; STEP block: 4

How did CC(=O)c1ccc(NC(=O)C(C)Oc2ccc(N(C)S(=O)(=O)c3ccc(C)cc3)cc2)cc1 (configuration not stated) do in these assays?
NRP1-CendR mod: 8; LMPTP block: 1.6; SUMO1-SIM PPI: 1; SKN-1 inh: -11; Scp-1 inhibitor: -8; DNMT1 block: -9; NadD inh: -9; MT1-MMP act inh: 3; Rpn11 block: inactive; STEP block: 4

What do the screens show for `C/C(=N/OC(=O)c1c(F)cccc1F)c1nccs1`?
NRP1-CendR mod: -4; LMPTP block: -0.4; SUMO1-SIM PPI: -7; SKN-1 inh: -4; Scp-1 inhibitor: -10; DNMT1 block: -3; NadD inh: -3; MT1-MMP act inh: 3; Rpn11 block: inactive; STEP block: -2

Results for CC(OC(=O)c1cccs1)C(=O)NCc1ccccc1 (configuration not stated) ?
NRP1-CendR mod: 6; LMPTP block: -0.8; SUMO1-SIM PPI: -3; SKN-1 inh: 8; Scp-1 inhibitor: -1; DNMT1 block: 0; NadD inh: 0; MT1-MMP act inh: -3; Rpn11 block: inactive; STEP block: -3

Results for Cc1ccc(C2CC(C(F)F)n3ncc(C(=O)Nc4c(C)nn(Cc5c(F)cccc5Cl)c4C)c3N2)cc1 (configuration not stated) ?
NRP1-CendR mod: 8; LMPTP block: 4.0; SUMO1-SIM PPI: -1; SKN-1 inh: 19; Scp-1 inhibitor: 0; DNMT1 block: -12; NadD inh: 11; MT1-MMP act inh: 0; Rpn11 block: inactive; STEP block: 0

How did Cc1ccc(NC(=O)COc2ccc(/C=N/NC(=O)CSCc3ccccc3)cc2)cc1 do in these assays?
NRP1-CendR mod: 5; LMPTP block: 0.1; SUMO1-SIM PPI: 0; SKN-1 inh: 13; Scp-1 inhibitor: 85*; DNMT1 block: 2; NadD inh: -1; MT1-MMP act inh: 0; Rpn11 block: inactive; STEP block: -1

How did CCC(C)(C)NC(=O)CN(Cc1ccccc1Cl)C(=O)CCC(=O)Nc1cc(C)ccn1 do in these assays?
NRP1-CendR mod: 7; LMPTP block: -0.9; SUMO1-SIM PPI: -2; SKN-1 inh: 8; Scp-1 inhibitor: 1; DNMT1 block: 3; NadD inh: 0; MT1-MMP act inh: -7; Rpn11 block: inactive; STEP block: -2

What do the screens show for `Cn1c(=O)c2cc(NC(=O)OCCF)ccc2n1Cc1cccc(C(F)(F)F)c1`?
NRP1-CendR mod: -3; LMPTP block: -0.6; SUMO1-SIM PPI: 4; SKN-1 inh: 31; DNMT1 block: 0; NadD inh: 1; MT1-MMP act inh: -4; Rpn11 block: inactive; STEP block: -1

Results for O=C1c2ccccc2S(=O)(=O)c2cc(-c3nn[nH]n3)ccc21 ?
NRP1-CendR mod: -4; LMPTP block: 0.7; SUMO1-SIM PPI: -16; SKN-1 inh: 16; DNMT1 block: 4; NadD inh: 0; MT1-MMP act inh: 0; Rpn11 block: inactive; STEP block: 0

Results for O=C(NC1CC1)C1CCN(C2CCN(C(=O)Cc3ccc4c(c3)OCO4)CC2)CC1 ?
NRP1-CendR mod: -18; LMPTP block: -0.8; SUMO1-SIM PPI: 0; SKN-1 inh: 5; Scp-1 inhibitor: 6; DNMT1 block: -6; NadD inh: -2; MT1-MMP act inh: 0; Rpn11 block: inactive; STEP block: 3

Results for CC1=NN(c2ccccc2)C(=O)/C1=C\N(O)c1ccccc1 ?
NRP1-CendR mod: 14; LMPTP block: 0.9; SUMO1-SIM PPI: -22; SKN-1 inh: 28; Scp-1 inhibitor: -5; DNMT1 block: -11; NadD inh: -2; MT1-MMP act inh: 2; Rpn11 block: inactive; STEP block: -1

How did Cc1ccccc1CSCc1ccc(C(=O)NCCCN2CCOCC2)o1 do in these assays?
NRP1-CendR mod: 5; LMPTP block: -1.7; SUMO1-SIM PPI: 1; SKN-1 inh: -2; Scp-1 inhibitor: -1; DNMT1 block: 0; NadD inh: -7; MT1-MMP act inh: -4; Rpn11 block: inactive; STEP block: -3

What do the screens show for `Cc1cc(NC(=O)c2noc3c2CCc2ccccc2-3)n(-c2ccccc2)n1`?
NRP1-CendR mod: -9; LMPTP block: -1.9; SUMO1-SIM PPI: 0; SKN-1 inh: 3; Scp-1 inhibitor: -4; DNMT1 block: 18; NadD inh: 5; MT1-MMP act inh: 7; Rpn11 block: inactive; STEP block: 0

Results for C=C1CCC[C@]2(C)C[C@H]3OC(=O)C(CNC(CC)CO)[C@H]3CC12 (some centres not stated) ?
NRP1-CendR mod: 9; LMPTP block: -0.2; SUMO1-SIM PPI: 2; SKN-1 inh: 18; Scp-1 inhibitor: -9; DNMT1 block: 1; NadD inh: -7; MT1-MMP act inh: -8; Rpn11 block: inactive; STEP block: -2

How did Cc1ccc2c(c1)N(CC(=O)N1CCCCC1)C(=O)C(C)O2 (configuration not stated) do in these assays?
NRP1-CendR mod: 4; LMPTP block: 0.2; SUMO1-SIM PPI: 0; SKN-1 inh: 10; Scp-1 inhibitor: -12; DNMT1 block: 0; NadD inh: 16; MT1-MMP act inh: 3; Rpn11 block: inactive; STEP block: 0

Results for COc1ccc(S(=O)(=O)N(C)C)cc1NC(=O)COC(=O)CC1CCCC1 ?
NRP1-CendR mod: -7; LMPTP block: -1.6; SUMO1-SIM PPI: 0; SKN-1 inh: 12; Scp-1 inhibitor: -1; DNMT1 block: 0; NadD inh: 1; MT1-MMP act inh: 2; Rpn11 block: inactive; STEP block: 1

What do the screens show for `Cc1ccc(-c2nc3cc(C)c(Br)c(C)n3c2Cc2ccsc2)cc1`?
NRP1-CendR mod: -12; LMPTP block: 3.2; SUMO1-SIM PPI: 2; SKN-1 inh: 5; NadD inh: 12; MT1-MMP act inh: -4

What do the screens show for `O=C1C=CC(=O)N1c1cccc2cccnc12`?
NRP1-CendR mod: -11; LMPTP block: 7.7; SUMO1-SIM PPI: 21; SKN-1 inh: 19; Scp-1 inhibitor: 16; DNMT1 block: 7; NadD inh: 4; MT1-MMP act inh: 1; Rpn11 block: inactive; STEP block: 3

How did Brc1cccc2sc(N3CCN(c4ccccc4)CC3)nc12 do in these assays?
NRP1-CendR mod: -2; LMPTP block: 1.8; SUMO1-SIM PPI: -2; SKN-1 inh: 13; Scp-1 inhibitor: -7; DNMT1 block: -1; NadD inh: -1; MT1-MMP act inh: 4; Rpn11 block: inactive; STEP block: 3

Entries listed so far with bromine:
What do the screens show for `Cc1ccc(-c2nc3cc(C)c(Br)c(C)n3c2Cc2ccsc2)cc1`?
NRP1-CendR mod: -12; LMPTP block: 3.2; SUMO1-SIM PPI: 2; SKN-1 inh: 5; NadD inh: 12; MT1-MMP act inh: -4

How did Brc1cccc2sc(N3CCN(c4ccccc4)CC3)nc12 do in these assays?
NRP1-CendR mod: -2; LMPTP block: 1.8; SUMO1-SIM PPI: -2; SKN-1 inh: 13; Scp-1 inhibitor: -7; DNMT1 block: -1; NadD inh: -1; MT1-MMP act inh: 4; Rpn11 block: inactive; STEP block: 3
